NOD1 NF-kB reporter: inhibition of NOD1-driven NF-kB reporter – cell-based, luminescence, uHTS, primary screen (AID 1578). NOD1-driven NF-kB luciferase reporter cells, luminescence; higher % means a stronger effect. inhibition, % at 4 µM; hits with a dose series show EC50 in µM. 290,000 tested, 1% active; in the data active = inhibition mostly above about 36%, no sharp cut-off; inactive = mostly below about 34%;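 note: HEK-293T reporter cells stimulated with the NOD1 agonist gamma-tri-DAP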
KOR beta-arrestin-1: kappa opioid receptor activators – cell-based, luminescence, uHTS, primary screen (AID 1777); KOR beta-arrestin recruitment, luminescence; higher % means a stronger effect; one-dose activation, % at 10 µM; EC50 in µM for titrated hits; 280,000 tested, 0.02% active; in the data active = activation above about 50%, passing the limit was not always enough; note: a part of the inactive calls stands beside numbers as strong as those of hits
AID2073: inhibitors of Mint1-CaV2.2 protein interaction, biochemical, HTRF (AID 2073); HTRF protein-protein interaction, Mint1-CaV2.2; higher % means a stronger effect; inhibition, % at 20 µM, or IC50 in µM where a hit was titrated; 290,000 tested, 0.19% active; in the data active = inhibition mostly above about 51%, no sharp cut-off; note: some results filed as inactive read as strong as hits
HIV peptide binding: inhibitors of HIV fusion peptide binding, primary screen, biochemical, uHTS, fluorescence dequenching (AID 1986). cell-free peptide binding, fluorescence dequenching, 30 min; higher % means a stronger effect. inhibition, % at 20 µM; hits with a dose series show IC50 in µM. 290,000 tested, 0.3% active; in the data active = inhibition mostly above about 52%, no sharp cut-off; inactive = mostly below about 76%; note: some results filed as inactive read as strong as hits
Siah-1 displacement: Siah-1 peptide-binding antagonists, primary screen, biochemical, fluorescence polarization, rhodamine-plectin, uHTS (AID 1817); Siah-1 / rhodamine-plectin peptide fluorescence polarization; higher % means a stronger effect; one-dose displacement, % at 20 µM; IC50 in µM for titrated hits; 290,000 tested, 0.02% active;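 active = displacement of at least 50% at 20 µM, with a fluorescence ratio check between 0.3 and a set limit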;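 note: plate controls were Siah plus tracer with DMSO for no effect and tracer alone without Siah for full effect; strong numbers were not always called active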
KOR beta-arrestin-2: KOR antagonists, beta-arrestin recruitment, cell-based, luminescence, uHTS (AID 1778); 290,000 tested, 0.091% active; one-dose inhibition, % at 10 µM; IC50 in µM for titrated hits; KOR beta-arrestin recruitment, luminescence, antagonist mode; higher % means a stronger effect; in the data active = inhibition above about 50%; note: strong numbers were not always called active
GPR55 activation: selective activators of receptor GPR55 – imaging, U2OS cells, beta-arrestin-GFP redistribution, primary screen (AID 1961); U2OS GPR55 beta-arrestin-GFP redistribution imaging; higher % means a stronger effect; one-dose activation, % at 10 µM; EC50 in µM for titrated hits; 290,000 tested, 0.048% active;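 active = activation above 40% with more than 50 cells counted in the well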;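 note: U2OS osteosarcoma cells stably expressing GPR55 and beta-arrestin-GFP; plate controls were DMSO negative control for no effect and LPI positive control for full effect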
GPR55 LPI antagonism: inhibition of LPI-stimulated GPR55 beta-arrestin translocation – imaging, U2OS, beta-arrestin-GFP, LPI agonist, primary screen (AID 2013). inhibition, % at 10 µM; hits with a dose series show IC50 in µM. 290,000 tested, 0.13% active. U2OS GPR55 beta-arrestin-GFP translocation imaging, LPI antagonism; higher % means a stronger effect;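 active = spots per cell inhibited over 60%, with over 100 cells counted and total cytoplasm intensity under 500,000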;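 note: U2OS cells stably carrying GPR55 and arrestin-GFP stimulated by 5 µM LPI near EC80; imaged beta-arrestin-GFP aggregate spots per cell after agonist stimulation; plate controls were LPI-stimulated DMSO wells for no effect and DMSO wells without LPI for full effect; some results filed as inactive read as strong as hits; confirmed hits need IC50 under 10 µM and bright autofluorescent wells are also inconclusive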
GPR35 antagonists: inhibition of zaprinast-stimulated GPR35 beta-arrestin translocation – imaging, U2OS, beta-arrestin-GFP, zaprinast agonist, primary screen (AID 2058). 290,000 tested, 0.052% active. inhibition, % at 10 µM; hits with a dose series show IC50 in µM. U2OS GPR35 beta-arrestin-GFP translocation imaging, zaprinast antagonism; higher % means a stronger effect;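 active = inhibition of at least 50% with at least 30 cells and total cytoplasm GFP at most 10,000,000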
An asterisk follows results filed as active; . = not tested or not shown; [ ] = remark or other dose. Only part of the results is shown, so the mix of outcomes need not match the whole.

SMILES	NOD1 NF-kB reporter	KOR beta-arrestin-1	AID2073	HIV peptide binding	Siah-1 displacement	KOR beta-arrestin-2	GPR55 activation	GPR55 LPI antagonism	GPR35 antagonists
COC(=O)c1oc2ccc(Cl)cc2c1N	-22%	2.3%	3%	-0.2%	0%	4%	0.0%	-4%	12%
Cc1ccc(C(=O)N2CCC3(CC2)Oc2ccc(F)cc2C(=O)C32CC(c3ccccc3)=NO2)s1 (configuration not stated)	-7%	2.2%	16%	-1.4%	2%	35%	0.9%	3%	-12%
Cc1ccc(S(=O)(=O)N2CCN(c3nc(C)c4c(c3C#N)CC(C)(C)OC4)CC2)cc1	-36%	-4.5%	6%	-1.7%	1%	-20%	0.2%	.	-16%
COc1ccc(N2CCN(C(=O)C3CCN(S(=O)(=O)c4ccc(C)cc4)CC3)CC2)cc1	2%	-5.1%	-9%	-0.9%	-4%	-5%[20 µM]	0.3%	2%	10%
Cc1nc2ccccc2n1C(=O)c1cc(-c2ccc(Br)cc2)nc2ccccc12	-12%	-2.7%	17%	-0.2%	6%	5%	-0.4%	-12%	-4%
CCOC(=O)C1CCN(c2ncnc3c2[nH]c2cccc(OC)c23)CC1	-11%	-5.2%	33%	1.7%	1%	1%	-0.2%	-6%	8%
CCCCC[C@H]1CN(CCc2ccccc2)C(=O)[C@@H]1CC(=O)NCc1ccc(OC)cc1	-22%	-4.6%	-1%	-0.9%	1%	-9%[20 µM]	0.2%	-4%	-7%
CCC1NC(=S)NC(C)=C1C(=O)c1ccccc1 (configuration not stated)	-20%	-6.1%	-16%	-0.3%	-4%	11%	1.1%	-6%	5%
O=C(Nc1ccccc1C(=O)Nc1ccc(F)cc1)c1ccco1	-17%	-1.7%	7%	-0.3%	2%	18%	-0.1%	7%	15%
Cc1cc(N2CCN(c3ccc([N+](=O)[O-])c4cccnc34)CC2)c2ccccc2n1	-45%	21%	10%	-0.2%	25%	0%	-0.2%	5%	0%
Cc1cccc(-n2c(-c3ccco3)nc3nc4ccccc4nc32)c1	-12%	-1.2%	34%	5.1%	5%	2%	0.8%	2%	-6%
CC(C)N(C(=O)CSc1nc2ccccc2n1-c1ccccc1)C(C)C	-2%	5.8%	-26%	-1.1%	-3%	-20%	-0.1%	3.8µM*	-2%
COC(=O)C1=NN(c2ccccc2)C2(S1)SC(C(C)=O)=C(C)N2c1ccccc1 (configuration not stated)	1%	2.2%	-18%	0.2%	3%	-69%	-0.1%	19%	10%
CCOC(=O)c1sc(NC(=O)CSc2nc3c(c(-c4ccc(OC)cc4)c2C#N)CCCC3)c(C#N)c1C	26%	-0.9%	25%	-0.5%	4%	-1%	-0.1%	22%	-6%
Cc1ccc(NC(=O)c2ccccc2CCc2ccccc2)c(C)c1	-8%	0.8%	4%	0.8%	4%	5%	0.0%	7%	7%
Cn1c(=O)[nH]c(=O)c2c1nc(N1CCCC1)n2CC(O)COc1ccccc1 (configuration not stated)	-1%	5.3%	0%	11%	0%	-48%	-0.1%	-9%	2%
CCn1c(COc2ccccc2C)nnc1SCC(=O)N1CCC(C)CC1	0%	-2.6%	9%	-2.5%	2%	31%	-0.3%	4%	-7%
Cc1ccc(CNC(=O)CCSCc2ccccc2C)cc1	-15%	1.1%	10%	1.5%	2%	32%	0.0%	2%	4%
COc1ccc(NC(=O)NCc2ccc(Cl)cc2)cc1	-19%	-0.5%	-5%	-1.4%	2%	8%	-0.1%	1%	6%
CSc1nc(N(C)NC(=O)c2ccc(F)cc2)c2ccccc2n1	-6%	2.2%	17%	0.5%	8%	-18%	-0.2%	3%	-5%
Cc1ccc(CSc2ccc(-c3cccs3)nn2)cc1	-43%	-2.9%	14%	-1.2%	-3%	16%	-0.1%	2%	-10%
CC(C)(C)NC(=O)Cn1c(SCC(=O)NC2CC2)nc2ccccc21	8%	.	5%	-1.8%	-9%	.	0.3%	2%	6%
CC(C)(C)NC(=O)C(c1cccs1)N(C(=O)c1csnn1)c1ccccc1F (configuration not stated)	-14%	-3.3%	-10%	-1.2%	1%	-20%[20 µM]	-0.1%	14%	3%
Nc1nc2n(n1)C(=O)CC(c1ccccc1)N2 (configuration not stated)	-10%	-0.8%	1%	-0.9%	5%	22%	-0.5%	-15%	-3%
CN(C)/N=C/c1ccc(P(c2ccc(/C=N/N(C)C)o2)c2ccc(/C=N/N(C)C)o2)o1	-14%	-9.0%	-1%	-1.1%	12%	30%	0.3%	-10%	11%
CCCCCCC(=O)N/N=C(\C)Cc1ccccc1	-12%	2.9%	-2%	0.0%	3%	-7%	0.2%	3%	-7%
CC(C)(C)OC(=O)N1CCC[C@H]1c1nnc(SCC(=O)Nc2cccc(Cl)c2)o1	-8%	0.0%	37%	0.2%	15%	-2%	0.0%	5%	8%
COc1ccc(N(CC(=O)N/N=C(\C)c2ccc(OC)c(OC)c2)S(=O)(=O)c2ccccc2)cc1	10%	-23%	10%	-2.4%	-7%	39%	0.0%	5%	11%
COc1ccc(NC2=CC(=O)CC(C)(C)C2)cc1OC	-2%	-6.1%	-4%	0.9%	2%	36%	0.2%	4%	0%
O=C(COC(=O)/C=C/c1ccc(Cl)cc1Cl)NCc1ccco1	-4%	-7.6%	26%	2.6%	6%	-5%	0.5%	3%	5%
Cc1ccc(CNC(=O)c2ccc([N+](=O)[O-])o2)cc1	33%	-0.6%	12%	2.6%	0%	-8%	1.1%	-5%	18%
O=C(O)c1cc2nc(-c3ccccc3)cc(C(F)(F)F)n2n1	0%	7.6%	11%	0.3%	-2%	-21%	0.3%	-3%	5%
Cc1cnc(C(=O)OCC(=O)Nc2oc(-c3ccccc3)c(-c3ccccc3)c2C#N)cn1	18%	4.4%	5%	2.3%	5%	29%	-0.1%	0%	-5%
COCCNC(=O)c1ccc(N2CC3CC(C2)c2cccc(=O)n2C3)c(NC(=O)c2ccc(F)cc2)c1 (configuration not stated)	-16%	16%	-6%	1.4%	-5%	-24%	-0.1%	8%	-5%
CC1(C)CC(N2CCCCC2)=CC(=[N+]2CCCCC2)C1	37%	-2.6%	0%	0.3%	2%	5%	-0.2%	-5%	32%
COc1cccc(NC(=O)CCNS(=O)(=O)c2ccc3c(c2)CC(C)N3C(=O)C2CC2)c1 (configuration not stated)	-10%	-0.7%	12%	1.0%	4%	-16%	-0.2%	13%	8%
COc1ccc(C(C(=O)NCCC(C)C)N(CCN2CCOCC2)C(=O)Cn2nnc3ccccc32)c(OC)c1 (configuration not stated)	-25%	-4.3%	-7%	0.2%	-3%	6%	0.4%	3%	-9%
C(=N\Nc1cc(N2CCCCC2)ncn1)/c1ccco1	-68%	-4.2%	-4%	-2.2%	14%	-28%[20 µM]	1.2%	1%	-4%
O=C(CN1C(=O)NC(Cc2ccccc2)C1=O)NC(=O)NC1CCCCC1 (configuration not stated)	-12%	-10%	-5%	0.6%	1%	22%	-0.2%	2%	-20%
C=CCNC(=O)c1cc(C(=O)C(C)c2ncc(C(F)(F)F)cc2Cl)c[nH]1 (configuration not stated)	-10%	-3.2%	5%	-0.4%	-5%	17%	0.4%	-3%	20%
O=C(CSc1nc(N2CCCCC2)nc(N2CCCCC2)n1)Nc1nccs1	-10%	-2.4%	5%	3.3%	1%	7%	0.2%	-12%	-1%
Cc1cc(C)n(-c2ccc(NC(=O)C3CCN(Cc4ccccn4)CC3)cc2)n1	17%	11%	4%	1.1%	0%	-14%	-0.1%	-18%	-14%
Cc1cc(C)cc(NC(=S)N2CC(C)OC(C)C2)c1 (configuration not stated)	-35%	-3.6%	-18%	-0.8%	3%	-1%	-0.1%	-4%	3%
CCNS(=O)(=O)c1ccc2c(c1)NCC2	-16%	0.1%	-3%	3.6%	2%	2%	-0.2%	22%	-5%
CCOC(=O)C1=C(Cn2cnc3ccccc32)NC(=O)NC1c1ccc(Cl)cc1 (configuration not stated)	8%	.	-3%	-0.3%	-2%	.	-0.1%	12%	-2%
CSc1ccc(CCNS(=O)(=O)c2csc(C(N)=O)c2)cc1	-8%	-1.0%	-2%	-1.6%	5%	-4%	0.0%	20%	22%
Cc1nc(-c2ccncc2)sc1C(=O)Nc1ccc(Br)cc1	-17%	-2.4%	7%	0.0%	-1%	-19%[20 µM]	0.2%	16%	15%
O=C(c1ccccc1NS(=O)(=O)c1ccccc1[N+](=O)[O-])N1CCCC1	-29%	-2.1%	8%	-1.3%	1%	17%	-0.2%	-4%	-21%
Cc1cccc(NC2=C(NCCO)C(=O)c3ccccc3C2=O)c1	-6%	-0.9%	-15%	-2.5%	2%	9%	0.2%	18%	14%
COc1ccc(Cc2cc(-c3ccc(F)cc3)n[nH]c2=O)cc1	1%	-0.8%	-1%	-0.7%	11%	22%	0.0%	-3%	-11%

One compound at a time (already shown):
Listed for `Cc1cccc(NC2=C(NCCO)C(=O)c3ccccc3C2=O)c1` → NOD1 NF-kB reporter = -6%; KOR beta-arrestin-1 = -0.9%; AID2073 = -15%; HIV peptide binding = -2.5%; Siah-1 displacement = 2%; KOR beta-arrestin-2 = 9%; GPR55 activation = 0.2%; GPR55 LPI antagonism = 18%; GPR35 antagonists = 14%
Listed for `CSc1ccc(CCNS(=O)(=O)c2csc(C(N)=O)c2)cc1` → NOD1 NF-kB reporter = -8%; KOR beta-arrestin-1 = -1.0%; AID2073 = -2%; HIV peptide binding = -1.6%; Siah-1 displacement = 5%; KOR beta-arrestin-2 = -4%; GPR55 activation = 0.0%; GPR55 LPI antagonism = 20%; GPR35 antagonists = 22%

New compounds follow
SMILES	NOD1 NF-kB reporter	KOR beta-arrestin-1	AID2073	HIV peptide binding	Siah-1 displacement	KOR beta-arrestin-2	GPR55 activation	GPR55 LPI antagonism	GPR35 antagonists
COc1ccc(OC)c(NC(=O)CC2SC(=Nc3ccc(F)cc3)N(CCC3=CCCCC3)C2=O)c1 (configuration not stated)	-16%	7.3%	5%	3.6%	-3%	4%	-0.4%	10%	-12%
COc1ccc(NC(=O)CN2C(=O)COc3ccc(S(=O)(=O)N4CCOCC4)cc32)cc1Cl	-5%	-0.2%	6%	-1.3%	3%	10%	-0.1%	7%	4%
O=C(NCC(=O)N(c1ccccc1)C(C(=O)NCC1CCCO1)c1ccccc1)c1cccs1 (configuration not stated)	-16%	-4.0%	2%	1.7%	-2%	-16%	0.1%	-1%	6%
O=C(CN1CCCN(S(=O)(=O)c2ccc(Br)s2)CC1)Nc1ccc(Cl)cc1	-14%	.	-11%	-0.8%	-1%	4%	0.2%	6%	2%
COc1cccc(N2CCN(S(=O)(=O)c3ccc4c(c3)NC(=O)CS4)CC2)c1	-4%	12%	-5%	1.2%	11%	-34%	-0.4%	2%	-9%
CCOC(=O)c1sc(C)c2c1NC1(CCCCCC1)NC2=O	1%	1.1%	15%	56%	2%	-13%	-0.3%	15%	0%
CN(C)c1nc(Oc2ccc(=O)[nH]n2)nc(N2CCOCC2)n1	19%	-0.8%	-3%	-1.2%	-3%	-7%	-0.1%	2%	21%
